# Screens (PubChem)
# MOR-DOR ag – agonists of OPRM1-OPRD1 heterodimerization, primary screen, cell-based, luminescence. Mu-type opioid receptor (Homo sapiens) + Delta-type opioid receptor (Homo sapiens), …. cells. activation, % at 9.3 µM. 340,000 compounds, 0.3% hits; in the data active = activation above about 18%;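 also: 0% = vehicle-treated cells and 100% = reference agonist; values of inactives mirror those of a sister screen read the other way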
# HTR5A ag – HTR5A agonists in luminescence cell assay, primary screen, counter-screen for OPRM1-OPRD1 heterodimer agonist project, full-deck HTS | cell-based | activation, % at 9.3 µM | 340,000 compounds, 0.61% hits; in the data active = activation mostly above about 9.5%, no sharp cut-off; inactive = mostly below about 7.6%;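 also: 0% = cells with vehicle only and 100% = reference agonist; strong numbers were not always called active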
# V-ATPase pH – regulators of yeast V-ATPase proton pumping, primary screen, pHLuorin cytosolic pH fluorescence | S. cerevisiae | 350,000 compounds, 0.37% hits | response, % at 10 µM; in the data active = response mostly above about 7.3%, no sharp cut-off; inactive = mostly below about 5.4%; also: actives read high; inactives centre near 0; some compounds called inactive have numbers as strong as hits; reference of the scale not given here
# PKA-R1A activ – activators of PKA-R1A holoenzyme, primary screen, biochemical, fluorescence polarization, Cy5-IP20, bovine R1A, mouse PKAc | AID 504707, 2011 | cAMP-dependent protein kinase type I-alpha regulatory subunit (Bos taurus) + … | activation, % at 11.4 µM | PKA-R1A dissociation; scaled: DMSO 0%, 113 µM cGMP 100% | 340,000 compounds, 0.083% hits;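 active = percent activation above the mean of all tested compounds plus 3 SD, cut at about 19% in these data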;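 also: higher means more PKAc released from R1A so a rise in polarization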
# Arrestin-AP2 inh – inhibitors of beta-arrestin/AP2 binding, primary screen, biochemical, GPCR trafficking, flow cytometry; FITC-arrestin peptide / GST-AP2 beads; AP2 beta2 appendage carries R879A mutation; 340,000 compounds, 0.31% hits; inhibition, % at 10 µM;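 active = inhibition above a set limit, near 3 SD of compounds lacking own fluorescence, cut at about 54% in these data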;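 also: plate controls were DMSO wells for no effect and 5 µM unlabelled arrestin peptide for full effect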
#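 Assay system: GST-AP2 R879A bound to glutathione beads, E. coli-expressed; Medium: PBS with 0.05% Tween 20 and 0.1% BSA; Also added: fluorescein-tagged arrestin peptide at 50 nM final; Timing: 12 min plus 1 h, RT; Measured by: flow cytometry, FL1 (488/535 nm); Evaluation: percent drop in bead-associated FITC signal.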
# DAGLB inhibitor – DAGLB lipase inhibitors, primary screen, biochemical, fluorescence, HTS; HEK293T DAGLB membrane lysate, EnzChek fluorogenic substrate; inhibition, % at 5.17 µM; 340,000 compounds, 0.059% hits; in the data active = inhibition above about 34%;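 also: 0% = enzyme with vehicle and 100% = wells lacking enzyme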
# OPRM1-OPRD1 inv – inverse agonists of MOR-DOR heterodimerization, primary screen, cell-based, luminescence | cell-based MOR-DOR heterodimer luminescence, inverse agonism | 340,000 compounds, 0.21% hits | inhibition, % at 9.3 µM | AID 504357, 2011; in the data active = inhibition above about 22%, passing the limit was not always enough;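 also: 0% = cells with DMSO and 100% = wells without cells with DMSO; values of inactives mirror those of a sister screen read the other way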
# Pemphigus Ab inh – inhibitors of pemphigus antibody binding to DSG3, primary screen, biochemical, bead-based, flow cytometry, scFv-GFP | DSG3-coupled beads, scFv-anti-DSG3-GFP binding; active compounds read low | binding (percent of control), % at 10 µM | 310,000 compounds, 0.48% hits | AID 588358, 2011;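 active = binding more than 3 SD below its plate's average and above zero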;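 also: hits lower antibody fragment binding to DSG3; some compounds called inactive have numbers as strong as hits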
# Target sequence (P32926 whole entry, looked up, the tested form may be a part): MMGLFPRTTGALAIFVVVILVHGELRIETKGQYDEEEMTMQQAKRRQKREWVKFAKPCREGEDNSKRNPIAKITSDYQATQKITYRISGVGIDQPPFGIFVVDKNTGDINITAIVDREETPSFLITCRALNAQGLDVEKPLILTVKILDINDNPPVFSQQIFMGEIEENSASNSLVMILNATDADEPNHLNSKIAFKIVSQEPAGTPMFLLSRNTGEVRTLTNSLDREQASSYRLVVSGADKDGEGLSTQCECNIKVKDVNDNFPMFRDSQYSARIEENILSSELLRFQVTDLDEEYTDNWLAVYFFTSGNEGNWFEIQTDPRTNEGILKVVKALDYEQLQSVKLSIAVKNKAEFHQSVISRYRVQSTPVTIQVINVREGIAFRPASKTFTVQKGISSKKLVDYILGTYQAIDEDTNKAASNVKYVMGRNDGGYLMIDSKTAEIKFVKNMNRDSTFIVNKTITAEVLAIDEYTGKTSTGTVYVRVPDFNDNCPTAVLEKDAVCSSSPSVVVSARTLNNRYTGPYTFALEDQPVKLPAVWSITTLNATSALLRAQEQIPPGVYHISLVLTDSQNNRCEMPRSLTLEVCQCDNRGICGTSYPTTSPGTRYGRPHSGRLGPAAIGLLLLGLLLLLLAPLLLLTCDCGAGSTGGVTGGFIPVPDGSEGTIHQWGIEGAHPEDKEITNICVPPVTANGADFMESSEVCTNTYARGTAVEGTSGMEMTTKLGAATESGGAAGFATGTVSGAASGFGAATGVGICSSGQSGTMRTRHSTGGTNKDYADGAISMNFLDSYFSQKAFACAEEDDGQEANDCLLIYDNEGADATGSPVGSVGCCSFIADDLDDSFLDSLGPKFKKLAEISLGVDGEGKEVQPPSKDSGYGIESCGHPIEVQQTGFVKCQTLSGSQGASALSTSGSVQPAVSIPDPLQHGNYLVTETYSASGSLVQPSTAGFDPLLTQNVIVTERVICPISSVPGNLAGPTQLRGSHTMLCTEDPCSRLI
# PKA-R2B act – activators of PKA-R2B holoenzyme, primary screen, biochemical, fluorescence polarization, Cy5-IP20, human; cAMP-dependent protein kinase catalytic subunit beta (Homo sapiens) + cAMP-dependent …; PKA-R2B holoenzyme dissociation; R2B truncated from residue 108, S112A mutant; 0% DMSO only, 100% 113 µM cGMP; activation, % at 11.4 µM; 340,000 compounds, 0.079% hits; AID 504700, 2011;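 active = activation above a cutoff set at the mean over all compounds plus 3 SD, cut at about 18% in these data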;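 also: higher means more holoenzyme dissociation and a rise in polarization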
# HTR5A inv ag – HTR5A inverse agonists in luminescence cell assay, primary screen, counter-screen for OPRM1-OPRD1 heterodimer inverse agonist project, full-deck HTS. HTR5A cell line, inverse agonism. 5-hydroxytryptamine receptor 5A (Homo sapiens), P47898. 340,000 compounds, 0.083% hits. inhibition, % at 9.3 µM; in the data active = inhibition mostly above about 23%, no sharp cut-off; inactive = mostly below about 18%;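 also: 0% = cells with DMSO and 100% = no-cell wells with DMSO; some compounds called inactive have numbers as strong as hits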
# The depositor's hits bear a star; · = no result given.
1: CN(Cc1ccccc1)S(=O)(=O)c1ccc(NS(C)(=O)=O)cc1
2: COc1cccc(-c2nn(-c3ccc(C)cc3)cc2C(=O)N(C)CC(=O)Nc2cccc(F)c2)c1
3: CCNC(=O)Cc1ccc(S(=O)(=O)N2CCOCC2)s1
4: O=C(CCNS(=O)(=O)c1ccccc1F)N1CCN(S(=O)(=O)c2cccc(F)c2)CC1
5: CCOC(=O)[C@H]1[C@H]2COc3ccc(C)cc3[C@@H]2N2C(=O)c3cc(Br)ccc3NC(=O)[C@@]12C
6: O/N=C(\c1ccccc1)C(O)c1ccccc1 (configuration not stated)
7: CCCOc1ccc(N2C(=O)CC(SCCN)C2=O)cc1 (configuration not stated)
8: NC(=O)c1nsc(C(=O)N(c2ccc(F)cc2)C(C(=O)NC2CCCC2)c2ccncc2)c1N (configuration not stated)
entry no.,1,2,3,4,5,6,7,8
MOR-DOR ag,-5.2,2.3,-2.2,-0.4,3.4,-2.9,-3.6,-2.0
HTR5A ag,-4,1,5,-4,-1,0,-1,2
V-ATPase pH,1,1,3,-1,1,-4,-2,-2
PKA-R1A activ,-10,3,-4,-13,5,-10,3,0
Arrestin-AP2 inh,-5,-1,-13,-1,-5,21,-4,5
DAGLB inhibitor,1,-4,-1,-4,-4,-2,-2,2
OPRM1-OPRD1 inv,24,-10,9,2,-19,19,18,13
Pemphigus Ab inh,·,97,104,101,108,·,·,·
PKA-R2B act,-3,1,-2,-3,2,-9,3,-13
HTR5A inv ag,-5,-2,-11,10,-34,-1,4,-7

# 5 records picked at random from those above:
2: COc1cccc(-c2nn(-c3ccc(C)cc3)cc2C(=O)N(C)CC(=O)Nc2cccc(F)c2)c1
7: CCCOc1ccc(N2C(=O)CC(SCCN)C2=O)cc1 (configuration not stated)
3: CCNC(=O)Cc1ccc(S(=O)(=O)N2CCOCC2)s1
8: NC(=O)c1nsc(C(=O)N(c2ccc(F)cc2)C(C(=O)NC2CCCC2)c2ccncc2)c1N (configuration not stated)
4: O=C(CCNS(=O)(=O)c1ccccc1F)N1CCN(S(=O)(=O)c2cccc(F)c2)CC1
entry no.,2,7,3,8,4
MOR-DOR ag,2.3,-3.6,-2.2,-2.0,-0.4
HTR5A ag,1,-1,5,2,-4
V-ATPase pH,1,-2,3,-2,-1
PKA-R1A activ,3,3,-4,0,-13
Arrestin-AP2 inh,-1,-4,-13,5,-1
DAGLB inhibitor,-4,-2,-1,2,-4
OPRM1-OPRD1 inv,-10,18,9,13,2
Pemphigus Ab inh,97,·,104,·,101
PKA-R2B act,1,3,-2,-13,-3
HTR5A inv ag,-2,4,-11,-7,10

# Next structures
9: COc1ccc(/C=C/C(=O)O)cc1S(=O)(=O)N1CCc2ccccc21
10: Cc1ccc2nc(C)cc(C(=O)OCC(=O)Nc3cccnc3Cl)c2c1
11: Cc1ccc(-n2nnnc2SCC(=O)NC2CC2)cc1C
12: Cc1ccc(Cn2nnc(C(=O)Nc3cc(C)ccc3C)c2N)cc1
13: Cc1ccc(C)c(NC(=O)COC(=O)c2cccc(S(=O)(=O)N3CCCC3)c2)c1
14: CCCc1cc(=O)[nH]c2nnc(SCC(=O)Nc3nccs3)n12
15: COc1ccccc1NC(=O)CSc1nc(O)c(Cc2ccccc2)c(=O)[nH]1
16: Cc1[nH]c(=S)n(CC2CCCO2)c1C (configuration not stated)
entry no.,9,10,11,12,13,14,15,16
MOR-DOR ag,-0.8,0.5,-4.7,4.2,·,-0.9,-1.4,-0.4
HTR5A ag,6,-1,-2,2,·,3,-1,4
V-ATPase pH,3,6,0,-2,-2,2,-2,6
PKA-R1A activ,12,-8,-1,2,-1,1,-2,2
Arrestin-AP2 inh,5,15,-16,0,·,-8,10,-6
DAGLB inhibitor,4,0,-2,-4,-2,0,-2,-1
OPRM1-OPRD1 inv,4,-2,15,-22,·,6,8,2
Pemphigus Ab inh,97,99,105,99,104,106,98,105
PKA-R2B act,-10,0,-2,-1,-5,-1,-2,-3
HTR5A inv ag,-24,11,17,-11,·,-7,14,-14

17: O=C(Cn1c(=O)oc2cc(S(=O)(=O)N3CCCC3)ccc21)N1CCN(c2ccccc2F)CC1
18: CCOc1ncccc1C(=O)OCC(=O)NC1CC1
19: COc1ccc(CN2CCCC(CNC(=O)c3ccc(F)cc3)C2)cc1OC (configuration not stated)
20: Cc1c(NC(=O)OCCNC(=O)COc2c(Cl)cccc2Cl)sc(=S)n1C
21: CCN(CC)S(=O)(=O)c1ccc(NS(=O)(=O)c2ccc3oc(=O)[nH]c3c2)cc1
22: O=C(COC(=O)c1cccc(Br)c1)NCCc1ccccc1
23: CCOCCCn1cnc2c(c1=O)c1nc3ccccc3nc1n2-c1ccc(C)cc1
24: Cn1c(=O)cc(OCC(=O)N2CCN(c3cccc(C(F)(F)F)c3)CC2)c2ccccc21
entry no.,17,18,19,20,21,22,23,24
MOR-DOR ag,-4.0,-0.1,-2.2,1.4,-2.7,2.9,0.1,0.2
HTR5A ag,-2,-1,-2,1,-3,1,4,11
V-ATPase pH,-2,-2,-2,4,-1,0,-4,0
PKA-R1A activ,-10,-2,-2,3,-3,-4,-8,-1
Arrestin-AP2 inh,-6,22,14,-3,10,3,29,31
DAGLB inhibitor,-1,1,1,5,0,-3,-1,0
OPRM1-OPRD1 inv,22,0,11,-9,15,-21,-1,-1
Pemphigus Ab inh,107,90,96,98,107,100,94,96
PKA-R2B act,-22,-6,-11,14,5,-10,-9,-9
HTR5A inv ag,5,2,-22,-39,8,-3,-13,-28

25: CCOC(=O)N1CCN(Cc2cn[nH]c2-c2cccc3ccccc23)CC1
26: Cc1ccc(NS(=O)(=O)c2ccc(C)c(NC(=S)NCCN3CCOCC3)c2)c(C)c1
27: COc1ccc(C(=O)Nc2cccc(-c3cnc4ccccc4n3)c2)cc1
28: COc1ccc(C(=O)/C=C/c2ccc(N3CCCCC3)c([N+](=O)[O-])c2)cc1
29: C/C(=N\NC(=O)c1cc2c(s1)CCC(C)C2)c1ccc[nH]1 (configuration not stated)
30: N#Cc1c(N2C(=O)c3ccc(C(=O)O)cc3C2=O)sc2c1CCCC2
31: CCc1ccc2[nH]c3nc(SCCN4CCOCC4)nnc3c2c1
32: Cc1cc(C)n(-c2nc3ccccc3nc2N2CCN(S(=O)(=O)c3ccc4ccccc4c3)CC2)n1
entry no.,25,26,27,28,29,30,31,32
MOR-DOR ag,-3.2,-1.6,-0.7,-1.9,4.6,-3.3,3.5,0.1
HTR5A ag,2,-6,1,0,0,0,0,1
V-ATPase pH,6,2,1,-2,3,-1,4,4
PKA-R1A activ,-4,-8,6,2,-3,-2,10,10
Arrestin-AP2 inh,28,2,-3,4,2,1,29,3
DAGLB inhibitor,-2,0,-2,15,-12,2,2,-5
OPRM1-OPRD1 inv,16,7,4,10,-24,17,-18,-1
Pemphigus Ab inh,94,108,95,100,96,114,117,89*
PKA-R2B act,-2,8,-6,14,-4,-4,3,-11
HTR5A inv ag,-12,14,-4,1,1,-1,0,18

33: CC1(C)CC(=O)C=C(Nc2ccc(Cl)c(Br)c2)C1
34: O=C(CCC(=O)Nc1ccccc1)N/N=C/c1ccccc1F
35: Cn1c(SCC(=O)N/N=C/c2ccc([N+](=O)[O-])s2)nnc1-c1ccc(Cl)cc1
36: COc1ccc(NS(=O)(=O)c2cccc(C(=O)NNC(=O)c3ccccc3OC)c2)cc1
37: COc1ccc(C2(C)NC(=O)N(CC(=O)NCC(=O)Nc3ccc(F)c(F)c3F)C2=O)cc1OC (configuration not stated)
38: COC(=O)[C@@H](C)NC(=O)c1ccc2oc(CCc3ccccc3)nc2c1
39: CN=C1c2c(-c3ccccc3)c3cc(OC)ccc3n2CCN1C
40: Cc1ncc(CN2CCC(CO)(CCOc3ccccc3)CC2)s1
entry no.,33,34,35,36,37,38,39,40
MOR-DOR ag,-0.9,0.6,4.5,-3.3,-0.9,-1.0,-2.3,-2.0
HTR5A ag,2,3,-2,2,0,0,-3,2
V-ATPase pH,-6,1,-1,-1,3,-1,0,-1
PKA-R1A activ,-3,6,0,-16,-10,-3,5,-22
Arrestin-AP2 inh,-7,-1,10,-9,-2,-11,19,-8
DAGLB inhibitor,0,-2,0,1,0,0,-1,-2
OPRM1-OPRD1 inv,5,-4,-30,17,5,5,11,11
Pemphigus Ab inh,104,107,95,116,93,115,·,105
PKA-R2B act,-9,-1,1,-6,-5,-3,5,-11
HTR5A inv ag,-8,-10,24,-5,1,1,7,-5

# Looked up above:
# In Arrestin-AP2 inh, `CC1(C)CC(=O)C=C(Nc2ccc(Cl)c(Br)c2)C1` is entered as -7
# In MOR-DOR ag, `COC(=O)[C@@H](C)NC(=O)c1ccc2oc(CCc3ccccc3)nc2c1` is entered as -1.0

# Further compounds follow.
41: CCOc1cccc(=O)c2c(C)n(-c3ccc(C(=O)O)cc3)c(C)c12
42: CC(NC(=O)C[n+]1cccc(Br)c1)c1ccccc1 (configuration not stated)
43: CC(C(=O)NN=C(c1ccccc1)c1ccccc1)N1CCOCC1 (configuration not stated)
44: O=C(COC(=O)c1ccncc1)Nc1ccc2c(c1)OCO2
45: C[C@H](CO)N1C[C@H](C)[C@@H](CN(C)C(=O)Nc2ccccc2)Oc2ccc(NC(=O)C3CC3)cc2C1=O
46: COc1ccc(-c2cc(C(=O)Nc3ccc(C)c(N)c3)c3ccccc3n2)cc1
47: CC(=O)N1CCc2cc(S(=O)(=O)CCC(=O)NCc3ccc(Cl)cc3)ccc21
48: Cc1cc(C(=O)N2CCCC(CCC(=O)N3CCN(c4ccccn4)CC3)C2)c(C)o1 (configuration not stated)
49: BrC(=C\c1ccccc1)/C=N/Nc1nc2ccccc2[nH]1
50: Cc1cccc(-n2c(O)c(C=Nc3ccccc3)c3ccccc3c2=O)n1
51: Cc1ccc(C(=O)N2CCN3C(=O)c4ccccc4C23c2ccc(Cl)cc2)cc1 (configuration not stated)
entry no.,41,42,43,44,45,46,47,48,49,50,51
MOR-DOR ag,-0.8,-4.5,-1.1,-2.4,0.0,-1.2,-1.8,-0.4,7.0,-4.6,-3.9
HTR5A ag,5,-2,-2,4,-6,5,-3,1,0,-3,-2
V-ATPase pH,0,-3,0,2,2,-1,1,1,-3,-2,1
PKA-R1A activ,-7,-3,-2,-3,-2,-14,-6,-8,6,7,2
Arrestin-AP2 inh,18,27,-27,6,30,9,-5,9,7,-11,-8
DAGLB inhibitor,1,-4,-2,0,-2,-3,-3,0,1,4,-4
OPRM1-OPRD1 inv,4,20,5,13,0,6,9,2,-37,24,19
Pemphigus Ab inh,·,113,95,94,97,109,106,107,95,97,119
PKA-R2B act,0,4,-10,1,1,-15,-1,6,9,0,4
HTR5A inv ag,27,7,-17,-15,-8,-14,-11,-3,12,-8,5
